Screens (PubChem BioAssay)
zfTRPN1 agonist = zebrafish TRPN1 (NompC) channel agonism; HEK293 zebrafish TRPN1-YFP, Fluo-8 calcium fluorescence; 100% = response to 87 µM carbachol; activation, % at 3 µM; 0.18% of 220,000 active;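 active = activation above its plate's cutoff, the mean activation of test wells on that plate plus 3 SD, cut at about 19% in these data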;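 also: 0% = DMSO alone and 100% = 87 µM carbachol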
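Material: zebrafish TRPN1-YFP in HEK293 cells. Doses: one dose of 3 µM, 0.3% DMSO. Incubation: dye 1 h 37 °C plus 30 min RT. Measured by: intracellular calcium fluorescence with Fluo-8.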
KCC2 mod = modulates chloride dependent transport by human KCC2 | Q9H2X9 | KCC2 cells, thallium flux FluoZin-2 fluorescence | 2.2% of 190,000 active | AID 1456 | B-score of Tl+ flux slope (higher = more flux/activation; lower = inhibition) at 10 µM;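 active = thallium flux slope and its plate-corrected score both differing from the plate sample mean at a set confidence after two filtering rounds, in either direction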;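 also: slope of fluorescence scaled to starting intensity during 10 to 20 s after thallium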
TRPML3 ag = activates the human TRPML3 channel; HEK293 TRPML3-YFP, Fluo-8 calcium fluorescence; 100% = the carbachol control signal; activation, % at 3 µM; 0.29% of 220,000 active; AID 1448;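 active = activation above its plate's cutoff, the mean activation of the plate's test wells plus 3 SD, cut at about 12% in these data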;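 also: 0% = DMSO only wells and 100% = carbachol wells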
Target sequence (Q8TDD5 whole entry, looked up): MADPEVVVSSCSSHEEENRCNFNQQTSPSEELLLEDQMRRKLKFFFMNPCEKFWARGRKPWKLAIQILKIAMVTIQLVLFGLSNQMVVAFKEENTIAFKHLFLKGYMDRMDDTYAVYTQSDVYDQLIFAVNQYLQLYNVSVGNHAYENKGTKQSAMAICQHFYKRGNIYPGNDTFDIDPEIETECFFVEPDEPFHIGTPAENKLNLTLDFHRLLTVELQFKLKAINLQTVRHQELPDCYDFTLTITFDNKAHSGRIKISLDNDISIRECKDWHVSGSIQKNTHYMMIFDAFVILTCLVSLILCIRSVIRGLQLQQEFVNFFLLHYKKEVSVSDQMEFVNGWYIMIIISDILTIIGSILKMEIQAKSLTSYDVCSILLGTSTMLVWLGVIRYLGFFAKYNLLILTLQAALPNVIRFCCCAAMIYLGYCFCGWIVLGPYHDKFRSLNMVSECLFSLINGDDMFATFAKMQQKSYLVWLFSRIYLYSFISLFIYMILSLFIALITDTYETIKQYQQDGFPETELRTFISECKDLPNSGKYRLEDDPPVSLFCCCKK
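Material: TRPML3-YFP stable HEK293 cells | Dosing: One concentration, 3 µM nominal, 0.3% DMSO | Timing: 125 s total fluorescence read per well | Technique: Fluo-8 calcium dye fluorescence, ex 470-495, em 515-575 nm | Measure: Percent activation from peak-to-basal fluorescence ratio, scaled between DMSO and carbachol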
Furin inhibitor = blocks human furin protease activity; P09958; purified furin, fluorogenic substrate cleavage; inhibition, % at 30 µM; 0.061% of 220,000 active; in the data active = inhibition above about 25%; also: inactives centre near -15
EBV gp42 inh = blocks Epstein-Barr virus glycoprotein 42 binding; AID 1085; inhibition, % (tested at 21.74 µM); 0.42% of 220,000 active; Fluorescence polarization binding assay, mP read-out; in the data active = inhibition above about 50%
Target sequence (Q1HVG2 whole entry, looked up): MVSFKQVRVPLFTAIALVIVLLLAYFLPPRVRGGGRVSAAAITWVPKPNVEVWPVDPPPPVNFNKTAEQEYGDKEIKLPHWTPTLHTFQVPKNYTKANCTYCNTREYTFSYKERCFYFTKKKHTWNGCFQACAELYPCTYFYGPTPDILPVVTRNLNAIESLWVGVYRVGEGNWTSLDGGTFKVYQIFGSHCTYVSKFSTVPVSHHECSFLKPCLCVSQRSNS
Tb hexokinase = T. brucei hexokinase 1 inhibition; 0.11% of 220,000 active; recombinant TbHK1, G6PDH-coupled NADH A340; inhibition, % at 10 µM;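 active = inhibition of 50% or more in the single-dose primary screen; inactive = inhibition below 50%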
Calpain2 inh = calpain II (pig) inhibition. purified calpain II, fluorogenic peptide substrate, 30 min. inhibition, % at 16 µM. 0.37% of 220,000 active. AID 1236;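 active = inhibition above about 50%, limit read from the data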
Thrombin inh = blocks human thrombin protease activity. inhibition, % at 5 µM. 0.26% of 220,000 active. P00734. AID 1046. alpha-thrombin, Boc-VPR-AMC fluorogenic substrate cleavage;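 active = inhibition at or above 40%; inactive = inhibition below 40%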;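 also: 0% = enzyme with no compound and 100% = wells without enzyme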
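Material: human alpha-thrombin enzyme / Medium: pH 7.5 Tris (50 mM) with NaCl 150 mM, Tween 20 0.05% / Compound: single-point dosing at 5 µM, 0.2% DMSO / Incubation: enzyme reaction carried out at room temperature / Detection: AMC fluorescence, 355/460 nm / Read-out basis: percent inhibition scaled between no-compound controls and no-enzyme blanks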
PPC-1+TRAIL kill = kills PPC-1 cancer cells in the presence of TRAIL; PPC-1 cells + TRAIL, ATPLite viability luminescence; cell killing (% activity), % at 4 µM; 0.41% of 220,000 active;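 active = cell killing above 50% in the first pass at 4 µM, then a duplicate retest at 5 µM averaging 50% or more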;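 also: plate controls were cells with TRAIL plus DMSO for no effect and medium-only wells lacking cells for full effect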
Starred values were filed as active, the others as inactive; i = inactive; . = no result given; [ ] = dose if it differs, or a comment.

entry	canonical_smiles	PPC-1+TRAIL kill	Furin inhibitor	Calpain2 inh	TRPML3 ag	KCC2 mod	zfTRPN1 agonist	Thrombin inh	EBV gp42 inh	Tb hexokinase
1	COC(=O)c1ccc(CN2CCC(CO)(Cc3cccc(OC)c3)CC2)cc1	.	4	-9	1.4	-0.064	1.9	-12	-12	0
2	CCOC(=O)C(=NCCOC)NNc1cc(Cl)ccc1Cl	14	-10	-5	0.1	1.3	-1.3	-8	1	-9
3	Cc1cccc(N2CSC3=C(C#N)C(c4ccc(C)o4)CC(=O)N3C2)c1 (stereo not drawn)	-10	-9[20 µM]	-29	0.4	0.51	0.5	3	25	0
4	Oc1ccc(Cl)cc1N=Cc1sc2ccccc2c1Cl	.	-25	-22	1.1	-0.61	1.6	5	-1	-3
5	CCCCc1c(C)nc(N)[nH]c1=O	14	-26	-13	1.4	1.8	1.8	-3	0	-1
6	CCN(CC)C(=O)/C(=C/c1ccc2c(c1)OCO2)NC(=O)c1ccc(Br)cc1	-1	-17	23	0.4	0.69	0.5	-4	-7	-10
7	O=C(Nc1ccc2nsnc2c1)NC1CCCCC1	16	-2[20 µM]	i	1.4	0.5	1.7	4	-19	-14
8	COc1c(/C=N/Nc2ccc(C(=O)O)cc2)c(CCN(C)C(C)=O)cc2c1OCO2	-3	0	-8	0.9	-0.1	0.7	-5	-10	-39
9	O=C(NCCN1C(=O)S/C(=C\c2cccnc2)C1=O)C1=NN(c2ccccc2)C(=O)CC1	10	-19	-28	0.7	1.1	0.3	0	-13	-12
10	O=C(O)c1ccccc1C(=O)c1ccc(Br)s1	5	-16	-8	0.8	0.51	-1.2	1	-8	1
11	O=C1N(C2CCCC2)C[C@@H]2C[C@@H](c3cccn3-c3ccccn3)N3CCC[C@@]123	13	-21	-11	0.1	.	-0.5	-4	-2	-4
12	COC(C[C@@H]1O[C@@H]1[C@H](O)[C@H](C)OCc1ccccc1)OC	2	-27	-6	.	.	.	-9	6	6
13	[O-]/[N+](=C/c1ccc(F)cc1)c1ccc(Cl)cc1	6	-22[20 µM]	7	1.3	1.1	-0.1	-2	-14	10
14	c1ccc(C2=NNC(=NC3CC3)SC2)cc1	33	-12[20 µM]	-7	0.2	-0.019	0.2	-2	-5	-15
15	COc1cccc(C2=NN(C(=O)CCCC(=O)O)C(c3cccs3)C2)c1 (stereo not drawn)	-2	-22	12	-0.1	0.048	-0.4	-5	-12	1
16	CCOc1ccc(/C=C/C(=O)c2ccccc2)cc1	6	-8	-4	0.4	0.072	-0.4	-2	-11	-13
17	CCOC(=O)c1cccc(NC(=O)Cn2cnc3c2c(=O)n(C)c(=O)n3C)c1	1	-20[20 µM]	31	-0.1	-0.47	-0.4	4	-5	4
18	COc1cc(CC(=O)Nc2ccc(N3CCOCC3)cc2)cc(OC)c1OC	18	-25	4	1.4	-0.19	1.5	-1	-12	3
19	COc1ccc(/C=N/NC(=O)c2ccccc2O)cc1CSc1ccccn1	29	-13	-20	-0.1	2	0.6	-3	-5	-18
20	CCOC(=O)c1ccc(NC(=S)NCCC2=CCCCC2)cc1	-14	-8	18	3.0	1.3	6.3	11	8	0
21	CC(C)C(C)NC(=O)CN1C(=O)NC2(CCCCCC2)C1=O (stereo not drawn)	14	-29	-16	1.0	0.53	-0.4	-1	-4	5
22	O=C1N(c2ccccc2)C2CS(=O)(=O)CC2N1c1ccc(Br)cc1 (stereo not drawn)	6	-21[20 µM]	-1	0.4	.	0.2	-1	-17	5
23	CCCC(=O)Nc1ccc2c(c1)nc(CN1CCN(C(C)=O)CC1)n2C	0	-17[20 µM]	1	1.2	0.055	0.0	4	-15	0
24	CCOC(=O)/C(=C\c1ccccc1)NC(=O)c1ccccc1	22	-16	-5	0.1	0.028	1.5	-3	-11	-7
25	CC(C)CC(=O)Nc1ccccc1N1CCCC1	-4	-9	18	-0.6	0.16	-1.7	20	15	-1

Quoted at random: 2 records from the list
entry	canonical_smiles	PPC-1+TRAIL kill	Furin inhibitor	Calpain2 inh	TRPML3 ag	KCC2 mod	zfTRPN1 agonist	Thrombin inh	EBV gp42 inh	Tb hexokinase
8	COc1c(/C=N/Nc2ccc(C(=O)O)cc2)c(CCN(C)C(C)=O)cc2c1OCO2	-3	0	-8	0.9	-0.1	0.7	-5	-10	-39
4	Oc1ccc(Cl)cc1N=Cc1sc2ccccc2c1Cl	.	-25	-22	1.1	-0.61	1.6	5	-1	-3

Additional records:
entry	canonical_smiles	PPC-1+TRAIL kill	Furin inhibitor	Calpain2 inh	TRPML3 ag	KCC2 mod	zfTRPN1 agonist	Thrombin inh	EBV gp42 inh	Tb hexokinase
26	CC1CCCN(C(=O)c2cc3c(-c4ccc(Cl)cc4)nn(C)c3s2)C1 (stereo not drawn)	.	-19	18	0.3	0.97	-0.1	-8	1	-7
27	COc1ncccc1-c1nnn(-c2ccc(Cl)c(Cl)c2)n1	13	-33	4	0.5	-0.058	-0.3	-2	-9	-4
28	COc1ccccc1CC(=O)Nc1ccc2c(c1)CCC2	10	-18	26	-0.8	-1.3	-0.9	-12	-17	1
29	O=C(O)/C=C/C(=O)N1CCN(C(=O)/C=C/C(=O)O)CC1	5	-12	0	0.5	0.025	-0.7	11	2	1
30	Cc1cc(C)c2c(-n3cccc3)c(C(=O)NNS(=O)(=O)c3ccccc3)sc2n1	24	-18[20 µM]	-22	0.1	.	-1.0	3	-21	0
31	COc1cc2cc(CN(CCc3ccccc3C)C(=S)NCCCN(C)C)c(=O)[nH]c2cc1OC	3	-24	-70	0.6	0.41	0.8	4	-13	-11
32	CCN(CC)CCCNC(=O)CNC(=O)c1nn(-c2ccc(OC)cc2)c(=O)c2ccccc12	16	-22	-16	-0.5	.	0.3	1	-26	-2
33	OCC(CO)(CO)NC(=S)Nc1cc(Cl)cc(Cl)c1	12	-21	16	0.2	0.74	0.5	1	-16	-8
34	Nc1cc(C(=O)N/N=C/c2cccc([N+](=O)[O-])c2)n[nH]c1=O	13	-27	-23	0.5	-0.18	0.7	-1	-3	-12
35	O=C(CNC(=O)c1ccco1)OCN1C(=O)c2ccccc2C1=O	1	-29	-9	-0.2	0.9	-0.2	-4	-6	0
36	COC(=O)c1cc(=O)n(Cc2ccc(OC)c(OC)c2)c(=Nc2ccc(F)cc2)s1	16	-18	-32	0.5	-0.73	0.0	-2	-9	-16
37	CCC(=O)N1CCc2cc(S(=O)(=O)N3CCc4ccccc43)ccc21	-3[5 µM]	-13[20 µM]	7	0.1	-0.054	0.1	-5	-18	-2
38	Nc1ccc(C(=O)Nc2nccs2)cc1	32	-14	3	1.6	0.074	-0.4	-8	-19	-19
39	CC(=O)c1cccc(Nc2nc(-c3ccccc3)cs2)c1	47	-10	-26	0.3	0.82	-1.1	-2	3	-2
40	O=C(O)CCc1ccc(-c2ccccc2)n1CC(=O)O	10	-14[20 µM]	-16	1.4	0.003	0.9	-4	-4	8
41	Cc1ccc(NC(=S)NCc2cccnc2)cc1	3	-27	-12	-0.1	-0.14	0.4	-3	-3	-1
42	O=C(O)C1C2C=CC(C2)C1C(=O)NCCCN1CCOCC1 (stereo not drawn)	15	-14	-10	0.5	1.5	-1.4	1	-13	3
43	CC(C)(C)n1ncc2c(=O)n(CC(=O)Nc3ccccc3)cnc21	-29	-15	-6	0.1	0.49	1.3	-4	-6	2
44	CN1C(=O)N(C)C2(CC1(C)C)CC(C)(C)N(C)C(=O)N2C	5	-13	-15	1.0	-0.02	1.8	4	-18	31
45	CCOc1ncccc1C(=O)OCC(=O)NCc1ccc2c(c1)OCO2	-5	-12	-5	-0.3	0.28	-3.1	-12	-15	-6
46	Cc1c(C(=O)NCc2ccco2)oc2ccc(S(=O)(=O)N3CCC4(CC3)OCCO4)cc12	18	-15[20 µM]	-61	1.0	-0.53	2.6	-4	-1	-13
47	O=[N+]([O-])c1ccc(N2CCN(S(=O)(=O)c3ccc(Cl)cc3)CC2)cc1NCc1cccnc1	15	-3[20 µM]	-289	-0.9	0.77	0.3	-3	-17	-1
48	Cc1[nH]c(=O)[nH]c(=O)c1S(=O)(=O)N1CCCC(C(=O)NCc2ccccc2Cl)C1 (stereo not drawn)	12	-9	-8	0.9	0.12	-0.1	-1	-5	-3
49	O=C(Nc1ccccc1)Nc1ccccc1C(=O)NCCCN1CCOCC1	16	-18	-19	0.6	0.31	0.8	1	-8	-2
50	CCN(CC)CCN(C(=O)c1ccc(N2C(=O)CCC2=O)cc1)c1nc2cc3c(cc2s1)OCO3	-2	-8	-18	0.6	0.55	0.3	-4	-15	-3
51	Cc1cc(Cl)c(S(=O)(=O)Nc2cc(S(=O)(=O)N3CCOCC3)ccc2F)cc1OCC(N)=O	33	-2	22	0.8	-0.029	0.6	3	-4	5
52	Cc1cc(C)n(C(=O)c2ccc(C)c(F)c2F)n1	-35	-23	4	0.9	0.22	0.0	-2	5	-2

7 entries out of the list, ordered by heavy-atom count, low to high.
entry	canonical_smiles	PPC-1+TRAIL kill	Furin inhibitor	Calpain2 inh	TRPML3 ag	KCC2 mod	zfTRPN1 agonist	Thrombin inh	EBV gp42 inh	Tb hexokinase
40	O=C(O)CCc1ccc(-c2ccccc2)n1CC(=O)O	10	-14[20 µM]	-16	1.4	0.003	0.9	-4	-4	8
27	COc1ncccc1-c1nnn(-c2ccc(Cl)c(Cl)c2)n1	13	-33	4	0.5	-0.058	-0.3	-2	-9	-4
37	CCC(=O)N1CCc2cc(S(=O)(=O)N3CCc4ccccc43)ccc21	-3[5 µM]	-13[20 µM]	7	0.1	-0.054	0.1	-5	-18	-2
30	Cc1cc(C)c2c(-n3cccc3)c(C(=O)NNS(=O)(=O)c3ccccc3)sc2n1	24	-18[20 µM]	-22	0.1	.	-1.0	3	-21	0
46	Cc1c(C(=O)NCc2ccco2)oc2ccc(S(=O)(=O)N3CCC4(CC3)OCCO4)cc12	18	-15[20 µM]	-61	1.0	-0.53	2.6	-4	-1	-13
47	O=[N+]([O-])c1ccc(N2CCN(S(=O)(=O)c3ccc(Cl)cc3)CC2)cc1NCc1cccnc1	15	-3[20 µM]	-289	-0.9	0.77	0.3	-3	-17	-1
32	CCN(CC)CCCNC(=O)CNC(=O)c1nn(-c2ccc(OC)cc2)c(=O)c2ccccc12	16	-22	-16	-0.5	.	0.3	1	-26	-2
